# Screens (PubChem BioAssay)
# D2 ag: HTS Assay for Allosteric Agonists of the Human D2 Dopamine Receptor: Primary Screen for Agonists. D(2) dopamine receptor (Homo sapiens), P14416. HEK293 T-REx D2 cells, calcium flux agonist mode. hit rate 0.53% among 340,000. activation, % at 2 µM;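 active means activation over 3 SD above normal in the single-dose calcium agonist read, cut at about 30% in these data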; further: 0% is about no effect
#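 Tetracycline-induced HEK293 Trex cells with D2 receptor force-coupled to calcium signaling, plated overnight at 30 C and loaded with no-wash calcium dye. Calcium flux read kinetically for 180 s after compound addition; responses flag agonists.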
# D1 ag: Allosteric Agonists of the Human D1 Dopamine Receptor: qHTS. hit rate 1% among 360,000. AID 504660, 2011. HEK293 T-REx D1 cells, calcium flux, agonist mode. activation, % at 2 µM. D(1A) dopamine receptor (Homo sapiens), P21728; in the data active means activation above about 30%; further: 0% is about no effect
#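 Inducible HEK293 T-REx D1 cells, force-coupled to calcium signalling, were plated at 4000 cells/well with tetracycline and held overnight at 30 C. After no-wash calcium dye loading, compound-evoked calcium rise over 180 s flagged agonists.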
# TRHR enhancer: qHTS for Small Molecule Agonists and Allosteric Enhancers of Human TRH Receptor: Primary Screen for Enhancers; Thyrotropin-releasing hormone receptor (Homo sapiens), P34981; hit rate 0.66% among 360,000; enhancement, % at 2 µM; TRHR cells, fluo-8 calcium fluorescence, EC20 TRH enhancement; in the data active means enhancement above about 30%; further: 0% is about no effect
#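 Enhancer read-out: after compound pinning and an initial kinetic agonist-mode read, an EC20 of TRH (10 nM final) was injected and fluo-8 calcium signal (Ex 480/Em 530) followed at 1 s/cycle for 100 cycles in TRHR-expressing cells.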
# D2 antagonist: HTS Assay for Allosteric Antagonists of the Human D2 Dopamine Receptor: Primary Screen for Antagonists; HEK293 TREx D2 cells, calcium flux, dopamine EC80; inhibition, % at 10 µM; hit rate 2% among 340,000; AID 485344, 2010; in the data active means inhibition above about 30%; further: 0% is about no effect
#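 In this primary screen, negative modulation is detected by tracking calcium flux after an EC80 dopamine challenge in inducible HEK293 T-REx D2 cells preexposed to test compound for 180 s.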
# RXFP1 agonist: qHTS Assay for Agonists of the Relaxin Receptor RXFP1. Relaxin receptor 1 (Homo sapiens), Q9HBX9. HEK293T-RXFP1 cAMP TR-FRET, 30 min; response scale: percent of porcine relaxin response, buffer zero. Potency, µM (top dose mostly 57.5 µM), for inactives: at the highest dose activation, usual class: activators. hit rate 0.3% among 370,000. AID 2676, 2010; active means well fitted activation curve with a large enough effect; inconclusive means small, poorly fitted or top-dose-only effect; further: potency means the concentration at half of the fitted maximal effect; on the % scale 0 is the no-effect control and ±100 the full control effect; nearly all actives have a fitted effect of over 60% in size; many of its hits are not listed in these tables
# Target sequence (Q9HBX9 whole entry, looked up): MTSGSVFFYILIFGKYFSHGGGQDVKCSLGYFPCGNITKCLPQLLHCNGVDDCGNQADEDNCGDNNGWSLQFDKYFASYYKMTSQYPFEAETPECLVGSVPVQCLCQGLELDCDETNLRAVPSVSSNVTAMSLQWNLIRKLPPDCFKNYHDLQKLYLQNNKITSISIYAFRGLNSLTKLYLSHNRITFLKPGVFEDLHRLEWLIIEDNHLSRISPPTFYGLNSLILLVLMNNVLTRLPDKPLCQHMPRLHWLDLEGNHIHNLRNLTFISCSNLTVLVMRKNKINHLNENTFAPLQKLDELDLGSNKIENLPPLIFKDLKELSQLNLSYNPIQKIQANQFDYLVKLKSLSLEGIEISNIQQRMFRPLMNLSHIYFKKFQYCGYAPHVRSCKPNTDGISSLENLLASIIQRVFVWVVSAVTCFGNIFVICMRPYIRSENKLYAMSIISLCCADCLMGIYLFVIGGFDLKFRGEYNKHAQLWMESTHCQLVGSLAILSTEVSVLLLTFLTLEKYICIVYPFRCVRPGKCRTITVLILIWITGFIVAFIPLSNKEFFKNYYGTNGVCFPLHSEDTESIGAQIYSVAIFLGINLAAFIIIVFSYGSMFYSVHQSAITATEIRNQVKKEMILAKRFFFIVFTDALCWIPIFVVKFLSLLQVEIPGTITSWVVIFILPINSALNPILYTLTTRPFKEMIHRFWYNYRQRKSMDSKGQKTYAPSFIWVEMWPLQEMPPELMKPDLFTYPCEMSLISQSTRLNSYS
#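 HEK293T cells stably expressing RXFP1 were pretreated with the PDE4 inhibitor Ro 20174, exposed to compounds for 30 min at 37C, lysed, and cAMP was read by TR-FRET. Data normalized to buffer (basal) and 29 nM porcine relaxin (100%).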
# D2 potentiator: HTS Assay for Positive Allosteric Modulators of the Human D2 Dopamine Receptor: Primary Screen for Potentiators; hit rate 0.34% among 340,000; D(2) dopamine receptor (Homo sapiens), P14416; potentiation, % at 10 µM; HEK293 T-REx D2, calcium flux, EC20 dopamine potentiation; AID 485347, 2010;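 active means potentiation over 3 SD above the plate norm, cut at about 30% in these data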; further: 0% is about no effect
#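 Cells plated with tetracycline inducer and held overnight at 30 C; calcium dye loaded 30–90 min at room temperature; baseline taken, compound added and read 180 s; EC20 dopamine then added and read 180 s.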
# D1 antagonist: Antagonist of Human D 1 Dopamine Receptor: qHTS; activity change, negative = inhibition, % at 10 µM; hit rate 3.2% among 360,000; HEK293 TREx D1 cells, calcium flux, dopamine EC80; active compounds read low; in the data active means activity change below about -30%; further: on the % scale 0 is the no-effect control and ±100 the full control effect
#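 Tetracycline-induced HEK293 Trex D1 cells, force-coupled to calcium, dye-loaded; compounds added and read 180 s, then EC80 dopamine added and calcium flux tracked kinetically another 180 s.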
# D1 PAM: Potentiators of Human D1 Dopamine Receptor: qHTS | HEK293 TREx D1 cells, calcium flux, dopamine EC20 potentiation | potentiation, % at 10 µM | hit rate 0.036% among 360,000 | AID 504651, 2011; in the data active means potentiation above about 30%; further: 0% is about no effect
# RXFP1 antag: qHTS Assay for Antagonists of the Relaxin Receptor RXFP1 | Relaxin receptor 1 (Homo sapiens), Q9HBX9 | HEK293-RXFP1, relaxin-stimulated cAMP HTRF, 30 min; active compounds read low | activity change, negative = inhibition, % at 57.5 µM | AID 1259400, 2018 | hit rate 0.59% among 350,000;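 active means activity change of -60% or lower, but not beyond a set lower limit; inconclusive means change between -60% and -40%, or beyond the set limit; inactive means change above -40%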; further: on the % scale 0 is the no-effect control and ±100 the full control effect
# * = called active by the depositor; ? = inconclusive; . = no result given. Not all compounds are listed; the hit share may differ from the screen's.
SMILES,D2 ag,D1 ag,TRHR enhancer,D2 antagonist,RXFP1 agonist,D2 potentiator,D1 antagonist,D1 PAM,RXFP1 antag
C/C(CC(=O)Nc1ccc(Cl)cc1C(F)(F)F)=N\NC(=O)c1cccs1,-0.1,4.1,0.5,-7.2,0.0%,-2.4,-0.4,-2.3,-15.9
Cc1ccc(S(=O)(=O)N2CCN(C(=O)COC(=O)c3cnc(C)cn3)CC2)c(C)c1,-0.7,-0.6,1.9,9.4,0.3%,4.6,2.2,-2.2,1.7
CCc1ccc(C2CC(=O)c3c([nH]c(C(=O)OC4CCC(C)CC4)c3C)C2)cc1 (stereo not drawn),0.6,2.9,-1.6,.,-1.8%,-3.9,1.7,-2.9,-1.2
COc1ccc(C2SCC(=O)N2c2nc3ccccc3s2)cc1 (stereo not drawn),0.1,0.6,-1.5,-6.2,-3.2%,-12.1,4.8,2.4,-9.4
COc1ccc2cc(C(c3nnnn3C3CCCC3)N3CCCCCC3)c3nnnn3c2c1 (stereo not drawn),0.9,-1.9,-5.5,6.1,0.3%,8.4,3.3,-5.7,15.9
Cc1nc2ccccn2c1-c1csc(Nc2cccc(O)c2)n1,-0.6,0.3,-1.9,-9.0,-0.5%,-14.3,-3.5,2.4,?
COc1ccc(-c2cc(C(F)(F)F)c(C#N)c(SCC(=O)Nc3nc(C)co3)n2)cc1,0.9,2.1,1.0,-11.0,1.2%,16.3,12.0,13.2,8.3
COc1ccc(-n2nc(C(=O)NCC(=O)NC(C)C)c3ccccc3c2=O)cc1OC,0.9,2.4,8.6,-16.2,5.9%,1.0,-6.9,1.1,7.7
CCOc1ccc(N2CC(C(=O)NCCc3ccc(F)cc3)CC2=O)cc1 (stereo not drawn),-2.7,-1.2,9.7,-21.2,-0.1%,.,4.1,-2.3,0.9
O=C(CNC(=O)c1ccc(Cl)cc1)OCC(=O)c1ccc2c(c1)OCCO2,-0.4,4.9,5.7,41.2*,-0.3%,13.7,-2.1,-2.6,7.2

# A run of entries from the list above, as a working copy:
SMILES,D2 ag,D1 ag,TRHR enhancer,D2 antagonist,RXFP1 agonist,D2 potentiator,D1 antagonist,D1 PAM,RXFP1 antag
C/C(CC(=O)Nc1ccc(Cl)cc1C(F)(F)F)=N\NC(=O)c1cccs1,-0.1,4.1,0.5,-7.2,0.0%,-2.4,-0.4,-2.3,-15.9
Cc1ccc(S(=O)(=O)N2CCN(C(=O)COC(=O)c3cnc(C)cn3)CC2)c(C)c1,-0.7,-0.6,1.9,9.4,0.3%,4.6,2.2,-2.2,1.7
CCc1ccc(C2CC(=O)c3c([nH]c(C(=O)OC4CCC(C)CC4)c3C)C2)cc1 (stereo not drawn),0.6,2.9,-1.6,.,-1.8%,-3.9,1.7,-2.9,-1.2
COc1ccc(C2SCC(=O)N2c2nc3ccccc3s2)cc1 (stereo not drawn),0.1,0.6,-1.5,-6.2,-3.2%,-12.1,4.8,2.4,-9.4
COc1ccc2cc(C(c3nnnn3C3CCCC3)N3CCCCCC3)c3nnnn3c2c1 (stereo not drawn),0.9,-1.9,-5.5,6.1,0.3%,8.4,3.3,-5.7,15.9
Cc1nc2ccccn2c1-c1csc(Nc2cccc(O)c2)n1,-0.6,0.3,-1.9,-9.0,-0.5%,-14.3,-3.5,2.4,?
COc1ccc(-c2cc(C(F)(F)F)c(C#N)c(SCC(=O)Nc3nc(C)co3)n2)cc1,0.9,2.1,1.0,-11.0,1.2%,16.3,12.0,13.2,8.3

# More results follow:
SMILES,D2 ag,D1 ag,TRHR enhancer,D2 antagonist,RXFP1 agonist,D2 potentiator,D1 antagonist,D1 PAM,RXFP1 antag
CS(=O)(=O)N(CC(=O)N1CCCC1)Cc1ccccc1,0.1,28.2,-5.4,47.1*,0.4%,-19.9,-23.4,-4.3,-28.9
O=C(Nc1ccc2c(c1)C(=O)NC2=O)c1ccc(S(=O)(=O)N2CCCC2)cc1,-0.4,0.1,-2.7,30.8*,?,-14.7,2.2,-2.4,.
O=S(=O)(c1ccc2nc(N3CCN(c4cccc(Cl)c4)CC3)ccc2c1)N1CCCCC1,0.5,2.5,-2.9,.,0.2%,-1.5,-10.8,-3.5,4.0
Cc1cc(C)nc(NC(=O)c2cc([N+](=O)[O-])cc([N+](=O)[O-])c2)n1,-0.4,2.5,2.0,-8.8,2.7%,7.4,3.0,-2.7,7.8
CC(=O)Nc1c(-c2ccccc2)nc2ncccn12,-1.0,1.1,-3.1,1.8,5.3%,-5.1,9.8,3.0,.
CC(=O)Oc1ccc(C(=O)Nc2cccc(C(=O)c3ccc(C)c(C)c3)c2)cc1,3.7,3.5,-18.3,-0.5,1.4%,-2.6,-2.4,0.1,-2.9
O=C1NN(c2ccccc2)C(=O)/C1=C/c1ccc(-c2ccc(C(=O)O)cc2)o1,-1.3,6.1,3.3,8.4,1.3%,-3.0,-6.5,-0.3,4.6
O=C(Nc1ccccc1OC(F)F)c1ccc(Br)o1,-0.6,-3.4,0.7,-3.3,1.4%,-4.2,-8.6,-3.0,7.1
CS(=O)(=O)N(CC(=O)NCc1ccco1)c1ccc(Cl)c(C(F)(F)F)c1,-0.4,13.6,3.5,-6.0,0.3%,-0.3,-21.3,-10.3,7.6
COc1ccc(C(=O)NNC(=O)Cn2nnc(-c3ccc(OC)c(OC)c3)n2)cc1,0.0,-0.7,1.0,8.1,1.8%,12.2,-17.5,-2.2,-5.0
COc1cc2c(cc1OC)CN(C(=O)CN1C(=O)c3ccc([N+](=O)[O-])cc3C1=O)CC2,0.1,1.0,7.3,0.0,1.5%,0.4,-7.7,3.5,-13.0
CCCC(=O)Nc1c(-c2cccc(C)c2)c(=O)c2ccccc2n1C,-0.1,1.7,-6.8,7.8,2.8%,13.8,13.2,-0.6,-9.4
CCC(=O)C1CCCN(C(=O)CCc2nnc(-c3ccc4c(c3)OCO4)o2)C1 (stereo not drawn),0.1,0.3,-5.7,0.5,-0.9%,29.8,-3.5,-0.2,10.6
O=C(COC(=O)Cn1cnc2ccccc21)Nc1cccc([N+](=O)[O-])c1,.,4.8,9.1,.,1.6%,.,3.2,-3.1,-25.0
CC(C)CN1C(=O)c2ccccc2C1(O)Cc1ccccc1 (stereo not drawn),-0.4,5.4,1.1,-17.7,0.2%,15.7,-37.0*,-1.4,8.5
Cc1cc(C)c(S(=O)(=O)N2CCC3(CC2)OCCN3S(=O)(=O)c2cccs2)c(C)c1,1.0,1.4,-1.3,8.3,0.3%,5.6,-4.4,4.2,-6.7
Cc1nn(CCC(=O)NCCc2ccccc2Cl)c(=O)c2nn(-c3ccccc3)c(C)c12,-5.0,-0.2,-3.4,5.9,4.2%,12.4,-6.7,-0.5,-15.6
O=C(COC(=O)c1cccc([N+](=O)[O-])c1)NCc1cccs1,0.4,2.1,-0.2,7.9,1.3%,-0.2,3.3,-4.1,-1.3
Oc1ccc(/C=C/c2ccnc3ccccc23)cc1,1.8,19.2,-2.0,3.4,0.8%,-2.3,-0.6,-3.5,-13.5
COc1cc(-c2nc3ccccn3c2/N=C/c2cc(OC)c(O)cc2Cl)ccc1O,-1.3,1.6,3.3,-16.3,22.3%,8.7,-13.2,-1.0,-8.7
COCCCn1cnnc1SCC(=O)Nc1ccc(S(=O)(=O)N2CCCC2)cc1,0.8,1.9,14.6,-7.8,2.5%,-5.8,-20.7,-16.1,4.5
Cc1cccc(C2(c3cccc(C)c3)CC2C(=O)NCC2CCCO2)c1 (stereo not drawn),-1.0,1.6,-5.9,2.3,0.5%,-3.0,-18.3,-3.0,-19.4
CCn1cnc2c1c(=O)n(CC(=O)NCC(C)C)c(=O)n2Cc1ccccc1,-0.5,1.2,-3.1,-3.4,2.7%,0.0,-14.9,-6.2,4.5
COc1ccc(CNC(=O)[C@@H](NC(=O)C2CCN(S(=O)(=O)c3ccc(C)cc3)CC2)C(C)C)cc1OC,0.6,-0.4,-6.7,-7.3,-0.2%,9.5,-32.6*,4.1,2.5
CCC(=O)N1CCc2cc(Br)cc(S(=O)(=O)N3CCC(C(=O)NC(C)C)CC3)c21,-0.9,2.6,20.6,-2.5,3.2%,11.4,12.4,.,-1.7
CCN1CCc2c(sc(-n3cccc3)c2C(C)NC(=O)Nc2cc(Cl)c(OC)cc2OC)C1 (stereo not drawn),1.6,4.2,-3.1,.,1.4%,-3.8,-20.5,-5.8,7.0
O=C(Nc1ccccc1)N1CCC(C(=O)N2CCN(S(=O)(=O)c3cccc(F)c3)CC2)CC1,0.2,0.1,1.8,-7.6,1.5%,8.3,38.9,3.7,13.8
CSCC[C@H](NC(=O)c1nn(C)c(=O)c2ccccc12)c1nc2ccccc2[nH]1,.,0.8,-2.5,.,1.8%,-3.5,1.3,-10.4,-6.1
O=C(Cn1c(=O)c2cccn2c2cccnc21)N1CCN(c2ccc(Cl)cc2)CC1,1.6,2.9,-2.9,8.8,-0.7%,-9.5,4.0,3.0,5.3
CCC(C)c1ccccc1NC(=O)Cc1coc2cc3c(cc12)CCC3 (stereo not drawn),4.0,3.0,20.0,9.6,0.8%,-16.0,-0.9,-8.4,-8.1
COc1ccc(C(=O)C[n+]2ccccc2/C=N/O)cc1,-0.2,3.1,16.5,-0.4,0.2%,8.5,-13.5,1.8,-3.9
CC(=O)Nc1ccc(SC[C@H](CC(C)C)N2CCN(CCc3ccccc3)CCC2=O)cc1,-0.2,0.1,0.6,17.9,-4.4%,-2.4,21.8,0.6,.
Cc1ccc(-c2cc(C(=O)Nc3cc(C)on3)c3ccccc3n2)c(C)c1,.,2.2,-0.3,.,0.2%,.,1.2,-4.3,.
NC(=O)C1CC(=O)N(c2ccc(OCc3ccc(Cl)cc3)cc2)C1 (stereo not drawn),0.9,18.3,-2.2,2.9,-3.6%,-7.6,-39.0*,-5.8,-5.5
COc1ccc(OC)c(CN2CCN(Cc3cc(OC)c(OC)c(OC)c3)CC2)c1,-0.6,1.0,-6.1,25.1,-1.7%,-7.3,-3.8,-5.1,-4.3
O=C(Nc1ccc(C(=O)N2CCN(c3ccccc3)CC2)cc1)C1=CSCCO1,0.1,6.1,-2.0,7.1,-0.6%,-2.4,-9.4,-3.7,19.3
O=C(CCCC(=O)NCC1CCCO1)NCC1CCCO1 (stereo not drawn),0.5,3.8,6.5,-12.0,0.5%,-6.5,8.3,0.1,0.4
